hcGAS inh = human cGAS inhibition; Q8N884; AID 1259398; recombinant h-cGAS, ATP depletion, Kinase-Glo luminescence; actives 0.081% (n = 290,000); inhibition, % at 12.5 µM;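 further: 0% = vehicle reaction and 100% = reaction without DNA for no activity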
Target sequence (Q8N884 whole entry, looked up): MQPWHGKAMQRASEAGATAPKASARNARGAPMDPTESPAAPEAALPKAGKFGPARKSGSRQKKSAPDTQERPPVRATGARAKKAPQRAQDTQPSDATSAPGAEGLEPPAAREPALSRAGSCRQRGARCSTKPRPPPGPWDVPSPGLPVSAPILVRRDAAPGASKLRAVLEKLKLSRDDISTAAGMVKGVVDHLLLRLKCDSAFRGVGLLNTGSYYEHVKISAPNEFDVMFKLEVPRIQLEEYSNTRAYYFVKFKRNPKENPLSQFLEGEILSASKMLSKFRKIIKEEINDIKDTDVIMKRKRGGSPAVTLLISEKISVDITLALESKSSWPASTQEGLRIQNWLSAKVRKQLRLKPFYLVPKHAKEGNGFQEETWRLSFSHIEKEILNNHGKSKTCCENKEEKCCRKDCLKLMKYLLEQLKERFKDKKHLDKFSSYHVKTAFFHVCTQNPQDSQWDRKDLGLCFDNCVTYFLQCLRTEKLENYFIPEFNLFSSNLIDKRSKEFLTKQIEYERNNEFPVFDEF
mcGAS inh = blocks mouse cGAS activity. recombinant cGAS, Kinase-Glo ATP depletion luminescence. actives 0.15% (n = 160,000). inhibition, % at 12.5 µM;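 further: 0% = negative control wells and 100% = reference inhibitor with no enzyme activity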
NPYLR7 ag = activates Aedes aegypti NPYLR7 receptor; actives 0.15% (n = 270,000); HEK293T NPYLR7/Galpha15, GCaMP6s calcium fluorescence; activation, % at 10 µM; in the data active means activation above about 40%;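 further: 0% = vehicle and 100% = reference agonist at the receptor; some compounds past the cut are filed as inactive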
* = called active by the depositor; nt = no result given; & = joins results of further samples. Unless noted, no stated cut-off is given here; in the data, active means inhibition above about 40%; inactive means the rest.

SMILES | hcGAS inh | mcGAS inh | NPYLR7 ag
CCN(CC)C(=O)Oc1ccc2c(ccn2C)c1NC(=O)c1cc(C(F)(F)F)cc(C(F)(F)F)c1 | -8 | -7 | 4
CCOc1ccc(C(=O)NC(C(=O)NCC(c2ccco2)N2CCCC2)C(C)C)cc1 (stereo unspecified) | -6 | -6 | 0
CCNC(=O)c1ccccc1NC(=S)NC(=O)C(C)(C)C | -1 | nt | 8
NS(=O)(=O)c1ccc(NC(=O)C2CCN(c3ccc(-c4ccccc4)nn3)CC2)cc1 | 2 | -2 | 2
O=C(Nc1ccccc1Oc1cccnc1)C1CCCN(C2CCOCC2)C1 (stereo unspecified) | -4&-5 | -8 | 0
O=C(NCC1(N2CCOCC2)CCCCC1)C1CCC(=O)N(CCc2cccc(F)c2)C1 (stereo unspecified) | -5 | nt | 5
CCC(C)N(Cc1csc(COc2cccc(C)c2C)n1)C(=O)NC(C)(C)C (stereo unspecified) | -4 | -4 | 15
Cc1noc(-c2cccc(F)c2)c1C(=O)NCc1ccc(F)cc1F | -4 | -4 | 3
CN1CCN(n2ccc3c(cnc4ncnn43)c2=O)CC1 | 0 | nt | -5
COc1ccc2cc(-c3[nH]ncc3CNC3(c4ccccc4)CC3)ccc2c1 | -1 | nt | 5
CCOc1cc(C)c(S(=O)(=O)n2ccc(C)n2)cc1C | -7 | -7 | -1
CN(C)S(=O)(=O)c1cccc(NS(=O)(=O)c2ccc(F)c(F)c2)c1 | 7 | nt | -5
C[C@H](NC(=O)Cc1cc(F)cc(F)c1)C(=O)N[C@H](C(=O)OC(C)(C)C)c1ccccc1 | -2 | nt | -6
CS(=O)(=O)N1CCCC(CNC(=O)Cc2ccccn2)C1 (stereo unspecified) | -2 | nt | -4
O=c1ccc(-c2ccc(F)cc2)nn1Cc1ccccc1Cl | -3 | nt | 4
COC(=O)N1CCc2c(sc(NC(=O)c3cccs3)c2-c2nc3ccccc3s2)C1 | -2 | nt | 8
COc1cc(-c2ccnc(N3CCN(C(=O)c4ccnc(Cl)c4)CC3)n2)cc(OC)c1OC | -5 | -5 | 23
COc1ccc(C(CCN(C)C)Oc2ccc(CC(=O)NCc3ccccc3F)cc2)cc1 (stereo unspecified) | 12 | 2 | -9
CCOc1ccc(-c2c(C)n([O-])c3c([n+]2=O)CCCC3)cc1 | -10 | -6 | -4
CCCCN(C)c1c(C)nc2c(OCCOC)cccn12 | -2 | -1 | -3
O=S(=O)(c1ccccc1)c1cnc2ccc(F)cc2c1N1CCOCC1 | 0 | -2 | 2
COc1ccc(CCn2c(-c3ccc(C)cc3C)nc3ccc(Br)cc3c2=O)cc1 | -6 | -6 | 4
CCN(CC)C(=O)Oc1ccc2c(ccn2Cc2cc(F)c(F)c(F)c2F)c1-c1ccc(OC)c(OC)c1 | 0 | -4 | 4
Cc1ccc(CN(CCc2c[nH]c3ccccc23)C(=O)CN(C(=O)c2ccccc2Br)C(C)C)cc1 | 2 | -2 | -1
CC#CCN(Cc1ccco1)C(=O)CC(=O)Nc1ccc(C)cc1C | -8 | -12 | 15

2 of the compounds above, as a markdown table:
| Molecule | hcGAS inh | mcGAS inh | NPYLR7 ag |
| --- | --- | --- | --- |
| CCN(CC)C(=O)Oc1ccc2c(ccn2C)c1NC(=O)c1cc(C(F)(F)F)cc(C(F)(F)F)c1 | -8 | -7 | 4 |
| CCOc1ccc(C(=O)NC(C(=O)NCC(c2ccco2)N2CCCC2)C(C)C)cc1 (stereo unspecified) | -6 | -6 | 0 |

The main list resumes; the 3 compounds before the break are reprinted first.
SMILES | hcGAS inh | mcGAS inh | NPYLR7 ag
CCN(CC)C(=O)Oc1ccc2c(ccn2Cc2cc(F)c(F)c(F)c2F)c1-c1ccc(OC)c(OC)c1 | 0 | -4 | 4
Cc1ccc(CN(CCc2c[nH]c3ccccc23)C(=O)CN(C(=O)c2ccccc2Br)C(C)C)cc1 | 2 | -2 | -1
CC#CCN(Cc1ccco1)C(=O)CC(=O)Nc1ccc(C)cc1C | -8 | -12 | 15
Cc1cccc(C(=O)N[C@@H]2C[C@@H]3C[C@H]([C@H]2C)C3(C)C)c1 | -5 | -4 | 34
Cc1ccc2ncc(-c3ccc4c(N)c(C)ccc4n3)cc2c1 | 1 | nt | -3
Cc1cc(I)ccc1NC(=O)c1cccs1 | -6 | -6 | -8
Cn1c(=O)c2c(ncn2CCCOc2ccc(Cl)cc2)n(C)c1=O | -5 | nt | 2
COc1ccc(S(=O)(=O)Nc2cc(-c3ccco3)nn2C2CCS(=O)(=O)C2)cc1 (stereo unspecified) | -7 | -11 | 1
COC(=O)c1sccc1NS(=O)(=O)c1ccc(F)cc1F | -2 | -3 | 1
COc1cc(C2SCCS2)ccc1OS(=O)(=O)c1c(C)noc1C | -3 | nt | 8
C(=NN1CCN(C2c3ccccc3-c3ccccc32)CC1)c1c[nH]c2ccccc12 | -3 | -4 | 5
O=C(NCCn1nc(-c2ccccc2)ccc1=O)c1cn(Cc2cccc3ccccc23)nn1 | -5 | -6 | nt
N=c1oc2cc(O)ccc2cc1C(=O)Nc1cccc(C(F)(F)F)c1 | -3 | -6 | 0
Cc1cc(C)n(C(C)Cn2cnc(-c3ccccc3)c2-c2nccn2C)n1 (stereo unspecified) | 1 | nt | -14
COc1ccc(C(=O)N2C(C(=O)NCc3cccc(C(F)(F)F)c3)COC23CCN(C(=O)c2cccc(OC)c2)CC3)cc1 (stereo unspecified) | -1 | -3 | -2
COc1ccccc1CSc1nnc(-c2cccs2)n1-c1cccc(C)c1 | -4 | -4 | nt
C(=NN1CCN(C2c3ccccc3-c3ccccc32)CC1)c1ccncc1 | 0 | -1 | 6
COc1ccc(/C=C/CN2CCC(C(=O)NC(c3ccc(F)cc3)c3ccc4ccccc4n3)CC2)cc1 (stereo unspecified) | -5 | -2 | 4
Cc1ccc(OCCSc2nc3ccc(Br)cc3[nH]2)c(C(C)C)c1 | -2 | -3 | -4
Cc1cccc(NC(=O)N2CCN(C(=O)c3cc4ccsc4n3Cc3ccccc3C)CC2C)c1 (stereo unspecified) | -13 | -3 | -1
COCCNC(=O)CCc1c(C)nn(-c2nc(C)cc(=O)[nH]2)c1C | -15 | nt | -6
O=C(N[C@H]1CCCNC1=O)C1=C[C@@H](NS(=O)(=O)c2cccs2)[C@@H](O)[C@H](O)C1 | -6 | -8 | -8
CC1=C(C(=O)Nc2ccccc2C)C(c2ccccc2F)NC(=O)N1 (stereo unspecified) | -3 | -7 | 1
O=C(CN[C@H]1CCCCNC1=O)Nc1cnccn1 | -5 | -23 | 2
CC(C)(O)CCOc1ccccc1S(=O)(=O)C(F)(F)F | -2 | nt | -5
O=C(CSc1ncnc2c1nnn2Cc1ccccc1F)NCc1ccccc1Cl | -6 | 7 | 8
Cc1nc(N2CCCC(C(=O)N3CCOc4ccccc4C3)C2)nc2cc(S(C)(=O)=O)ccc12 (stereo unspecified) | -6 | -13 | 26
O=C(c1cccc(N2C(=O)CCC2=O)c1)N(CCn1cccn1)c1nc2ccc(F)cc2s1 | 2 | -6 | -17

The listing continues.
SMILES | hcGAS inh | mcGAS inh | NPYLR7 ag
Cc1cc(C)n(C)c(=O)c1C(=O)N(Cc1ccccn1)CC1CCCO1 (stereo unspecified) | -7 | nt | 15
COc1cc(C=C2N=C(c3ccc(C(C)(C)C)cc3)OC2=O)ccc1OCC(=O)N1CCOCC1 | 0 | nt | 0
O=C(NCc1ccco1)c1noc2c1CCCCC2 | 6 | nt | 5
CCOC(=O)c1c(C)[nH]c(C(=O)COc2ncnc3sc4c(c23)CCC4)c1C | -4 | nt | 1
NC(=O)c1ccc(N=c2oc3ccccc3cc2C(N)=O)cc1 | 2 | -3 | -5
CCOc1ccc(C(C2Sc3nc(C)nn3C2=O)N2CCN(Cc3ccccc3)CC2)cc1OC (stereo unspecified) | -5 | -7 | -3
O=C(c1cccc(CC2CCNCC2)c1)N1CCC(O)(Cn2ccnc2)CC1 | -5 | 1 | 1
O=S(=O)(Nc1ccc(SC(F)F)cc1)c1cccc(F)c1 | -3 | nt | 0
COCCCNC(=O)C(NC(=O)c1cccc(C)c1)C1CCN(C(=O)Cc2ccccc2)CC1 (stereo unspecified) | -7 | -6 | -1
COc1ccc(C2c3ccsc3CCN2CC(=O)N2CCN(C(=O)C3C[C@H]3c3ccccc3)C(C)C2)cc1 (stereo partly specified) | 1 | 2 | 0
CCOCCn1c(=O)c2c(nc3n(-c4ccccc4)c(C)c(C)n23)n(C)c1=O | 4 | nt | -9
CCC1CN(C(=O)Cn2nc(C)cc2N)CCC(=O)N1Cc1ccccc1 (stereo unspecified) | -5 | -13 | 1
COCCN(Cc1nccn1Cc1ccccc1)C(C)=O | -7 | -6 | 6
O=S(=O)(c1ccc(Cl)cc1F)N(Cc1ccco1)Cc1ccco1 | -1 | nt | 0
COC(=O)C1(NC(=O)C2CCN(S(=O)(=O)c3ccc(C)cc3)CC2)CCCCC1 | -4 | nt | 3
Cn1ccnc1-c1ccc(N[C@@H](Cc2ccccc2)C(N)=O)nn1 | -8 | nt | 20
Cc1ccn2c(NCc3ccccc3)c(-c3cccc(OC(=O)CCCCl)c3)nc2c1 | -4 | -7 | 22
C=C1c2ccccc2C(=O)N1CC(=O)Nc1ccccc1N1CCOCC1 | -3 | -5 | 4
O=C(NCCC(c1ccccc1)c1ccccc1)c1cc2n(n1)CCN(Cc1c(F)cccc1Cl)C2=O | -4 | -4 | -1
CCOc1ccccc1NC(=O)NCc1nnc(SCc2cccc(C)c2)n1-c1cc(Cl)ccc1C | -1 | -5 | 29
CCC(O)Cn1nc(C(C)C)nc1CCN1CCCCC1=O (stereo unspecified) | -15 | -7 | nt
CNc1nc2cnc(-c3cc(OC)c(OC)c(OC)c3)cc2n1Cc1ccc(OC)c(OC)c1 | -1 | -2 | -13
COc1ccc(C(=O)N2C(C(=O)N3CCCC3)COC23CCN(C(=O)c2cccc(C)c2)CC3)cc1 (stereo unspecified) | -6 | -6 | 2
Cc1cc(C)c2nc(N(Cc3cccnc3)C(=O)c3cccs3)sc2c1 | -6 | -8 | -11
Cc1cnn(Cc2ccccc2Cl)c1NC(=O)Cc1nonc1C | -1 | -9 | 3

Compound profiles, from the list above. Screens in order: hcGAS inh	mcGAS inh	NPYLR7 ag
Cc1cc(C)n(C)c(=O)c1C(=O)N(Cc1ccccn1)CC1CCCO1 (stereo unspecified) reads -7	nt	15
CCOc1ccccc1NC(=O)NCc1nnc(SCc2cccc(C)c2)n1-c1cc(Cl)ccc1C reads -1	-5	29
CCC(O)Cn1nc(C(C)C)nc1CCN1CCCCC1=O (stereo unspecified) reads -15	-7	nt
O=C(c1cccc(CC2CCNCC2)c1)N1CCC(O)(Cn2ccnc2)CC1 reads -5	1	1
O=S(=O)(c1ccc(Cl)cc1F)N(Cc1ccco1)Cc1ccco1 reads -1	nt	0

(continued)
SMILES | hcGAS inh | mcGAS inh | NPYLR7 ag
Cc1ccnc(-n2cc(S(N)(=O)=O)cn2)c1 | -2 | nt | -4
Cc1ccc(-n2c(SCc3ccc(C(=O)N4CCN(c5ccccc5F)CC4)cc3)nnc2-c2cccnc2)cc1 | -3 | 1 | -17
OCC1(CCOc2ccccc2)CCN(Cc2cn[nH]c2-c2ccc(F)cc2)CC1 | -3 | -3 | -8
CSc1ccc(C(=O)CCC(=O)NCCc2ccc(C)cc2)cc1 | -5 | -4 | -4
O=C(NCC1CCN(CC(F)(F)F)C1)Nc1ccc(-n2cccn2)nc1 (stereo unspecified) | -2 | nt | 1
O=C1OC2C3CC(C2Sc2ccccc2)C(C(=O)O)C13 (stereo unspecified) | -6 | -6 | 3
Cc1cc(C)c(Cn2ccnc2CN(Cc2cccnc2)C(=O)c2ccc(F)cc2)c(C)c1 | -2 | -5 | -1
Clc1ccc(CNc2nccn3ccnc23)cc1 | -11 | nt | 1
CCOC(=O)C1(Cc2ccccc2)CCCN(Cc2ccc(C#CC(C)(C)O)cc2)C1 (stereo unspecified) | -5 | -8 | 17
ON=C1CC2C3C/C(=N/O)C4C3CC2C14 (stereo unspecified) | -4 | nt | -1
COc1ccc(-c2nc3cc(C)ccn3c2NC(C)(C)CC(C)(C)C)cc1 | -6&-2 | -5&-2 | -4
CCCNC(=O)c1ccc(Cl)c(S(=O)(=O)N2CCCCC2)c1 | 7 | 2 | 0
CCOc1ccc(OCC(=O)OCc2cc(-c3ccc(F)cc3F)on2)cc1 | -6 | nt | 0
Cc1ccccc1C(=O)Nc1ccc(N2CCC(Cc3ccccc3)CC2)c(C(=O)NCc2ccc(F)cc2)c1 | 0 | 0 | nt
Cn1ncc2c1ncn1nc(COc3ccc(Cl)cc3)nc21 | -8 | -4 | 9
C=CCN1C[C@@H]2C[C@@H](C(=O)NC)N(C(=O)OCc3ccccc3)c3cccc(c32)C1=O | -4 | -7 | -3
O=C(NCCc1ccccc1)C(C1CCCC1)N1CCN(C(=O)C2CC2)CC1 (stereo unspecified) | -2 | nt | -3
CC(C)c1ccc(NC(=O)c2cn(C)c3c(=O)n(-c4ccccc4)c(=O)[nH]c23)cc1 | -2 | nt | 5
O=C1COCc2cc(-c3cccc(CO)c3)ccc2N1CCN1CCOCC1 | -6 | nt | 8
CCOC(=O)c1c(C)n(-c2ccccc2)c2ccc(OC(=O)c3cc([N+](=O)[O-])cc([N+](=O)[O-])c3)cc12 | 3 | 3 | -7
CCc1[nH]c(C(=O)N(C)Cc2cccs2)c(C)c1C(=O)OC | -4 | nt | -1
CCc1c(C)nc(-c2cccc(C(F)(F)F)c2)nc1N1CCN(C(=O)Nc2ccc(SC)cc2)CC1 | -1 | -3 | -4
CCOC(=O)C1=C(C)N=c2s/c(=C3\C(=O)N(C)c4ccccc43)c(=O)n2C1c1cccs1 (stereo unspecified) | -3 | -2 | -3
CCn1c(SCC(=O)N/N=C(\C)c2ccc(OC)c(OC)c2)nc2ccccc21 | -6 | -8 | 2
CCOC(=O)c1cnc(SCC(=O)OCC(=O)Nc2c(Cl)cc(Cl)cc2Cl)nc1N | -8 | -3 | -4
